LYPLA1 counter: counter-screen for PME1 inhibitors: inhibitors of human LYPLA1. O75608. recombinant LYPLA1, FP-Rh probe fluorescence polarization. inhibition, % at 5.9 µM. 320,000 tested, 0.16% active;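 active = inhibition above the mean of all tested compounds plus 3 SD, set per campaign, cut at about 14% in these data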;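 also: inhibitors block serine hydrolase probe labeling of LYPLA1 so polarization falls; 0% = enzyme with DMSO and 100% = wells lacking LYPLA1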
pPAFAH inh: pPAFAH (human) enzyme inhibition; Q13093; recombinant pPAFAH, FP-rhodamine probe fluorescence polarization; inhibition, % at 3.39 µM; 330,000 tested, 1.5% active;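 active = inhibition above the mean inhibition across the screen plus 3 SD, cut at about 25% in these data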;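 also: inhibitors block binding of the rhodamine activity-based probe so polarization drops; 0% = enzyme with DMSO and 100% = wells lacking pPAFAH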
GSTO1 inh: counter-screen for RBBP9 inhibitors: inhibitors of human GSTO1. P78417. recombinant GSTO1, activity-based probe fluorescence polarization. inhibition, % at 5.96 µM. 300,000 tested, 1.1% active;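 active = inhibition above the campaign mean inhibition plus 3 SD, cut at about 35% in these data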;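 also: 0% = GSTO1-1 with DMSO and 100% = wells lacking GSTO1-1 enzyme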
Target sequence (P78417 whole entry, looked up): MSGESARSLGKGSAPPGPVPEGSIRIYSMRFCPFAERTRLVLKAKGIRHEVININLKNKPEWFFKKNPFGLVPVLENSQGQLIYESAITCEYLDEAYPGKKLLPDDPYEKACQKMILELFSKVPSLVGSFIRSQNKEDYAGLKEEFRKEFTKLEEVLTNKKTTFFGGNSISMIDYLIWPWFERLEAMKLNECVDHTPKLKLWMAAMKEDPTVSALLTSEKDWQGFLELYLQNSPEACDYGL
PAFAH1B2 inh: inhibitors of human PAFAH1B2 | P68402 | inhibition, % at 3.39 µM | 340,000 tested, 1.2% active | recombinant PAFAH1B2, FP-rhodamine activity probe, fluorescence polarization;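 active = inhibition above the mean of all tested compounds plus 3 SD, cut at about 24% in these data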;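 also: 0% = enzyme with DMSO and 100% = wells lacking PAFAH1B2; many of its hits are not listed in these tables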
PAFAH1B3 FP inh: PAFAH1B3 (human) inhibition. Q15102. recombinant PAFAH1B3, FP-rhodamine probe, fluorescence polarization. inhibition, % at 3.39 µM. 340,000 tested, 0.28% active. AID 492972;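 active = inhibition above the screen-wide average of all tested compounds plus 3 SD, cut at about 25% in these data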;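 also: 0% = enzyme with DMSO only and 100% = wells lacking PAFAH1B3 protein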
LYPLA2 counter: counter-screen for PME1 inhibitors: inhibitors of human LYPLA2; inhibition, % at 5.9 µM; 320,000 tested, 0.38% active; AID 2177; O95372; recombinant LYPLA2, FP-Rh probe fluorescence polarization;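 active = inhibition above the screen-wide mean plus 3 SD, limit set per campaign, cut at about 26% in these data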;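 also: 0% = LYPLA2 with DMSO and 100% = wells lacking LYPLA2 enzyme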
PAFAH2 inh: PAFAH2 (human) inhibition. recombinant PAFAH2, FP-rhodamine activity probe, fluorescence polarization. 340,000 tested, 0.99% active. inhibition, % at 3.39 µM;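 active = inhibition above the mean over all tested compounds plus 3 SD, cut at about 30% in these data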;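 also: inhibitors block probe labeling of enzyme so polarization drops; 0% = enzyme with DMSO and 100% = wells lacking PAFAH2 protein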
PAD4 FP inh: inhibitors of human PAD4. Q9UM07. recombinant PAD4, RCA probe fluorescence polarization. inhibition, % at 6.36 µM. 330,000 tested, 0.41% active. AID 485272;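 active = percent inhibition above a cutoff equal to the mean of all tested compounds plus 3 SD, cut at about 15% in these data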;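 also: 0% = PAD4 with RCA probe and DMSO and 100% = probe without PAD4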
Target sequence (Q9UM07 whole entry, looked up): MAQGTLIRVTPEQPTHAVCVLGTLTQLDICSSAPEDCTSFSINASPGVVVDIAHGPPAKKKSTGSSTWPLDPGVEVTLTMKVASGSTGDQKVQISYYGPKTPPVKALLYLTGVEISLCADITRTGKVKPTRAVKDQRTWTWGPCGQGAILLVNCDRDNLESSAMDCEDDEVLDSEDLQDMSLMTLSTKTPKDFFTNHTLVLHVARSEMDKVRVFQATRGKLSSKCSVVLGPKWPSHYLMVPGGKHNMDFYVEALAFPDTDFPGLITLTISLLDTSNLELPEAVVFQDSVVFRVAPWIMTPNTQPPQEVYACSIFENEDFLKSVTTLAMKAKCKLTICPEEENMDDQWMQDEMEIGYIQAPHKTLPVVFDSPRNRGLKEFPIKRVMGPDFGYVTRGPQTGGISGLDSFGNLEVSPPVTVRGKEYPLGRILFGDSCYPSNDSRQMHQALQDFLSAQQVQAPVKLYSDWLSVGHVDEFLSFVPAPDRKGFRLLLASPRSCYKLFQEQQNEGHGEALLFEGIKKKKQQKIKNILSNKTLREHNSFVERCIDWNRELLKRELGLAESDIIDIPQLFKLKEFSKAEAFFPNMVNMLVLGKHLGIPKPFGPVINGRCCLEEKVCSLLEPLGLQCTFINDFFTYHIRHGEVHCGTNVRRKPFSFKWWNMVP
PME-1 primary: blocks human protein phosphatase methylesterase 1 | AID 2130 | inhibition, % at 5.9 µM | 320,000 tested, 0.53% active | Q9Y570 | recombinant PME-1, FP-Rh probe fluorescence polarization;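 active = inhibition above the campaign mean of all compounds plus 3 SD, cut at about 26% in these data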;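 also: competitive labeling of PME-1 active site by serine hydrolase directed probe; 0% = PME-1 with DMSO and 100% = wells lacking PME-1 enzyme; inhibitors block probe labeling so polarization falls and inhibition rises; many of its hits are not listed in these tables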
Starred values were filed as active, the others as inactive; · = not tested or not shown; & = joins results of further samples.

mol | LYPLA1 counter | pPAFAH inh | GSTO1 inh | PAFAH1B2 inh | PAFAH1B3 FP inh | LYPLA2 counter | PAFAH2 inh | PAD4 FP inh | PME-1 primary
O=C1CSC(c2ccccc2F)N1c1ccccc1 (stereo not given) | 0 | 0 | 2 | 1 | 1 | 5 | -14 | 3 | 2
CC(C)=CC1C(C(=O)NCCc2ccccc2)C1(C)C (stereo not given) | -4 | 2 | 5 | 6 | 8 | 0 | 3 | -3 | -2
CCOC(=O)N1CCN(C(=O)CSc2nc3nc(C)cc(C)n3n2)CC1 | · | 0 | · | -4 | 18 | · | -4 | 1 | ·
OCCc1ccc(O)c(-n2nc3ccccc3n2)c1 | 2 | 2 | 3 | 2 | 4 | -4 | -6 | 3 | 5
CC(=O)NCCCC(=O)NNC1CC(=O)N(c2cccc(Cl)c2)C1=O (stereo not given) | 0 | 5 | -2 | · | · | 1 | · | -1 | 4
COc1ccc(NC2=C(NC(C)=O)C(=O)c3ccccc3C2=O)cc1 | -1 | -4 | 17 | 5 | 4 | -1 | -2 | -4 | -3
CCC1CCC(C(=O)NNC(=O)OC)CC1 (stereo not given) | 0 | 5 | 6 | 5 | 5 | 2 | -3 | -5 | -1
CCOC(=O)COc1ncn(-c2ccccc2)n1 | 3 | -1 | 8 | 1 | 0 | -2 | 1 | 0 | 4
COc1cc(NC(=S)N2CCN(CCO)CC2)c(OC)cc1Cl | -3 | -3 | -2 | 5 | 10 | 2 | 3 | -5 | 6
COc1ccccc1NS(=O)(=O)c1ccc(C(=O)NCc2ccncc2)cc1 | 4 | 4 | · | 3 | -1 | 3 | 0 | 7 | 13
COc1cccc(C(=O)Nc2ccc(C(=O)c3ccncc3)cc2)c1 | -5 | -10 | -3 | 6 | 0 | -4 | -2 | -11 | -9
CCCn1c(NCc2ccccc2NS(=O)(=O)c2ccc(C)cc2)nc2ccccc21 | -4 | 2 | -5 | -2 | 14 | -4 | -14 | 6 | -3
CC(C)(C)C(=O)CN1CCN(S(=O)(=O)c2ccc(F)cc2)CC1 | 0 | -2 | -1 | 8 | 8 | -3 | 3 | 3 | -4
O=C(CC(NC(=O)OCc1ccccc1)C(=O)O)OCc1ccccc1 (stereo not given) | 1 | 4 | 8 | 2 | 2 | 0 | -1 | -6 | -2
O=C(Cc1cccs1)Nc1ccc(C(=O)O)cc1 | 1 | 6 | 5 | 2 | 8 | 2 | 4 | -1 | -7
S=C1Nc2cc(Cl)ccc2Sc2ccccc21 | -3 | 3 | -2 | 1 | -1 | 1 | -10 | 0 | -10
CC[C@@H]1C(c2ccc(F)cc2)=NN(c2ccc(Br)cc2)[C@H]1C(=O)N1CCOC1=O | · | 8 | · | 4 | 13 | · | -3 | 1 | ·
CCOc1ccc(C)cc1S(=O)(=O)N1CCCCC1 | 5 | 3 | -1 | 7 | -1 | 1 | 1 | 6 | 3
CC12CN(NC(=O)c3ccc(Cl)cc3)C3(C#N)CC1CCC23C (stereo not given) | 3 | 0 | 0 | 2 | 1 | 0 | -2 | -2 | 0
O=[N+]([O-])c1ccc(NC(=S)NCc2ccc(F)cc2)cc1 | -10 | 2 | -5 | 1 | 10 | -6 | 0 | 1 | -1
CCOC(=O)C1CCCN(C(=O)CS(=O)(=O)Cc2ccccc2)C1 (stereo not given) | 0 | 10 | 4 | -1 | 5 | 2 | 10 | 0 | -3
COCCNC(=O)c1cccc(OC2CCN(Cc3ccc(C(=O)OC)cc3)CC2)c1 | 0 | 3 | 4 | -3 | 9 | -2 | -1 | 0 | 3
Cc1cc(C)cc(N(C(=O)c2csnn2)C(C(=O)NC2CCCCC2)c2ccccn2)c1 (stereo not given) | 0 | -1 | 12 | 1 | 3 | -6 | -3 | -3 | -14
Cc1ccc(N(Cc2ccc(C(=O)Nc3ccccc3C(=O)NCc3ccco3)cc2)S(C)(=O)=O)cc1C | -20 | -14 | -13 | -10 | -9 | -38 | -22 | -4 | -28
C=CC[C@@H](CC(=O)NCCO)C(=O)N[C@@H](C)COC(=O)[C@@H](CC=C)Cc1ccc(F)cc1 | · | 1 | · | 9 | 10 | · | 10 | 0 | ·
CN(CC(=O)Nc1ccccc1C(F)(F)F)C(=O)c1cc2c(s1)CCCCC2 | -2 | 3 | 3 | 2 | 2 | -3 | 8 | 2 | 1
CCOC(=O)C1CCN(C(=S)Nc2ccc(CC)cc2)CC1 | 7 | 1 | 5 | 3 | 11 | 12 | -4 | 2 | 0
NC(N)=N/N=C/c1c(Cl)cccc1Cl | -3&0 | 4&0 | 1&4 | -2&-4 | 8&4 | -7&3 | -13&-10 | -1&-1 | -2&-7
Cc1ccc(N(C)S(=O)(=O)c2cccc(C(=O)Oc3ccc4c(C)cc(=O)oc4c3)c2)cc1 | 0 | 7 | -24 | -2 | -5 | 0 | -13 | 2 | 2
COc1cc2c(cc1OC)CN(C(=O)CSc1ccc(F)cc1)CC2 | 3 | 7 | · | 3 | 0 | 10 | 13 | 6 | 1
COc1ccc(-c2cc3c(=O)n(CC(=O)NCc4ccccc4OC)ncn3n2)cc1 | -2 | 1 | 1 | 0 | 4 | 3 | -2 | -1 | -2
CSc1ccccc1NC(=O)Nc1cccc(Cl)c1C | 4 | 6 | 0 | 2 | 0 | 6 | -7 | -1 | -2
O=C(NCc1ccco1)C(=O)c1cn(CC(=O)N2CCCCC2)c2ccccc12 | 0 | 1 | 1 | 3 | 0 | 2 | -2 | -2 | -2
Cc1cc(Cl)ccc1NC(=S)NC(C)(C)C | 3 | -5 | 1 | -6 | 1 | 5 | 0 | 4 | 8
Nc1nc(CN2CCN(c3cccc(Cl)c3)CC2)nc(N2CCCc3ccccc32)n1 | 0 | 9 | 0 | 1 | -2 | 10 | -6 | 0 | 0
CCOC(=O)NC(=O)COC(=O)CCCSc1nc2ccccc2s1 | -4 | 10 | 19 | 3 | 8 | 4 | 5 | 1 | 1
O=C(COc1ccccc1)Nc1sc2c(c1C(=O)NCc1cccnc1)CCCC2 | -6 | 11 | -5 | -1 | -4 | -4 | 2 | -4 | -4
C[C@H]1CN(S(=O)(=O)c2ccc3c(c2)OCCO3)CCN1S(=O)(=O)c1c(F)cccc1F | · | 5 | · | -5 | 4 | · | -15 | 3 | ·
COc1ccc(C2c3sc(=O)[nH]c3SC3C4CCC(C4)C23)cc1OC (stereo not given) | -1 | 8 | -10 | 20 | 4 | 3 | 12 | 9 | 1
O=C(N=C1SC2CS(=O)(=O)CC2N1c1ccc(F)cc1)C1CCCCC1 (stereo not given) | -5 | 4 | 5 | 10 | 6 | 4 | 9 | -6 | 1
CN1CCN(CCCc2c3c(cc4c2CCC4)CCC3)CC1 | 0 | 4 | -8 | -5 | 4 | -8 | 2 | -1 | -4
COc1ccc(CNC(=O)[C@@H](C)NC(=O)C2CCN(C(=O)[C@@H](N)CCSC)CC2)cc1 | 1 | 1 | -2 | 8 | 8 | 2 | -1 | 1 | 1
COc1ccccc1C(=O)NCCC(=O)NCCOc1ccccc1 | -1 | 4 | 2 | 1 | 3 | -2 | -4 | -2 | 2
CCCCn1c(N)c(N(CCOC)C(=O)c2ccc(OCc3c(C)noc3C)cc2)c(=O)[nH]c1=O | -4 | 4 | · | 0 | 2 | 1 | 3 | -1 | -3
C/C(=N/NC(=O)c1cccnc1)C1=C(O)CC(C)(C)CC1=O | 2 | -2 | 3 | 2 | 4 | -5 | 1 | -2 | -1
CC(C)C(=O)N1CCN(C2=NS(=O)(=O)c3ccccc32)CC1 | 0 | -5 | -6 | -1 | 10 | -2 | 10 | 0 | -7
Cc1ccc(-c2nnc(-n3nc(C)cc3C)c3ccccc23)cc1 | 3 | 1 | -4 | 0 | 15 | 3 | 6 | -5 | 1
O=C(NCc1ccc2c(c1)OCO2)C1CCC(=O)N1C1CCCCC1 (stereo not given) | -1 | 4 | -2 | 2 | 8 | -2 | -5 | -2 | -6
COC(=O)CN(c1ccc(C)c(Cl)c1)S(C)(=O)=O | -5 | 1 | -1 | 0 | -3 | 2 | 4 | -6 | 1
CCOC(=O)c1c(-c2ccc(OC)cc2)csc1NC(=O)CNCc1ccco1 | 2 | 6 | 11 | -4 | -6 | 4 | 1 | -3 | 2
CC(=O)N1CCN(CC(O)COc2ccc(Br)cc2)CC1 (stereo not given) | 4 | 6 | 2 | 9 | 3 | 3 | -6 | 1 | 0
C/C(=N/NC(=O)c1ccncc1)C1=C(O)CC(C)(C)CC1=O | 1 | 2 | 9 | 3 | 11 | -2 | 2 | -1 | -8
CC1CC(C)CN(C(=O)COC(=O)c2c[nH]c3ccccc23)C1 (stereo not given) | 0 | 1 | · | 9 | 1 | 3 | -1 | 4 | 2
CCCCNS(=O)(=O)c1ccc2nc(SCC(=O)Nc3cc(C)cc(C)c3)[nH]c2c1 | -22 | -2 | -4 | -7 | -8 | -44 | -17 | 0 | -18
COc1ccc(-n2nnnc2SCC(=O)Nc2ccccc2F)cc1 | 1 | -1 | -6 | 2 | 7 | 4 | 2 | -1 | 0
O=C(C(NS(=O)(=O)c1cccs1)c1ccccc1)N1CCN(c2ccccc2)CC1 (stereo not given) | -2 | 2 | 0 | 5 | 7 | 1 | 2 | -1 | 0
CCOC(=O)CNC(=O)c1ccccc1 | 3 | -2 | 7 | 1 | 0 | -1 | 3 | -5 | 0
COc1cc(/C=N/N=C(N)N)ccc1OCc1ccccc1Cl | -4 | 2 | 1 | -5 | 7 | -5 | 6 | -6 | 2
Cc1ccc(-c2nc(NC(=O)CSc3nnnn3-c3ccccc3)ns2)cc1 | -6 | 10 | 1 | 3 | 2 | -16 | 3 | -2 | -8
COc1cc(NC(=O)CN2C(=O)NC(CC(C)C)C2=O)cc(OC)c1OC (stereo not given) | -4 | 1 | · | 4 | 12 | -4 | 2 | 0 | 5

Following part.
mol | LYPLA1 counter | pPAFAH inh | GSTO1 inh | PAFAH1B2 inh | PAFAH1B3 FP inh | LYPLA2 counter | PAFAH2 inh | PAD4 FP inh | PME-1 primary
NNC(=S)Nc1cc(S(=O)(=O)N2CCOCC2)ccc1N1CCOCC1 | 1 | 3 | 5 | 3 | 6 | 21 | 8 | -3 | 5
Cc1ccc2c(c1)N(CC(=O)N1CCOCC1)C(=O)C(C)O2 (stereo not given) | 2 | 3 | -2 | 3 | 5 | 4 | 6 | -1 | -6
CN(C(=O)CN1C(=O)S/C(=C\c2ccccc2)C1=O)C1CCS(=O)(=O)C1 (stereo not given) | -2 | -2 | 9 | 1 | 6 | -3 | 3 | 2 | -11
COc1ccc(CN2C(=O)CC(Cc3ccc(C)cc3)C2=O)cc1OC (stereo not given) | -1 | 2 | 0 | -1 | 4 | 4 | 5 | 1 | 2
CCOc1ccccc1NC(=O)C1CCN(S(=O)(=O)c2c(C)noc2C)CC1 | -3 | 1 | 6 | 1 | 12 | -3 | -1 | 1 | 1
COc1ccc(NC(=O)C(Cc2ccccc2)n2cccc2)cc1 (stereo not given) | 0 | 8 | 7 | -1 | 8 | 3 | -2 | 0 | 2

Screening results as filed in PubChem BioAssay.

These rows are one share of the data. The share of hits here may be higher or lower than overall.
